# Bim-Bcl-XL = human Bim-Bcl-XL interaction inhibition. Q07817. Bim peptide-Bcl-XL binding, bead flow cytometry, fluorescence. inhibition, % at 10 µM. 190,000 tested, 0.04% active
# Target sequence (Q07817 whole entry, looked up): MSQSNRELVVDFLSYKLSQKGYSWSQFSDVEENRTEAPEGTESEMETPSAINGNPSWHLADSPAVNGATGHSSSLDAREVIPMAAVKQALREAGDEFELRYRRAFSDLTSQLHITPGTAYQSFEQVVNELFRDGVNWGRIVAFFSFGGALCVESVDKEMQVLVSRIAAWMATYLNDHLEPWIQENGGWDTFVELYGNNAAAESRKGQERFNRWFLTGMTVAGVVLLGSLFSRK
# RGS8-Gao = regulators of human RGS8-Galphao interaction. response (percent of control binding), % at 10 µM. AID 1423. 220,000 tested, 0.34% active. multiplexed bead flow cytometry, RGS8-Galphao binding; actives lie on both sides; in the data active = response below about 60% or above about 140%; inactive = in between;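 also: Galphao activated as the GDP aluminium fluoride complex binding bead-coupled RGS8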
# Target sequence (P09471 whole entry, looked up): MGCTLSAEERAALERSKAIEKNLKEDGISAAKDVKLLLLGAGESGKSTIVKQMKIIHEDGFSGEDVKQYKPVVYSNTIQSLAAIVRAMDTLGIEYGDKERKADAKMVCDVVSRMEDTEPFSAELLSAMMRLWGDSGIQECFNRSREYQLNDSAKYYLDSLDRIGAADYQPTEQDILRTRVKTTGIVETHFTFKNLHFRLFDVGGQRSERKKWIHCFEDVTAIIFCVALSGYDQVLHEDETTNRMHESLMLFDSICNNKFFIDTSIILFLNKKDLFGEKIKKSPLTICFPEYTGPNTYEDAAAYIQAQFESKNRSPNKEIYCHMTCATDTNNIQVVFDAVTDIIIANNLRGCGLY
# Mcl-1 Bim block = inhibitors of Bim-Mcl-1 interaction, human. Q07820. Bead-based flow cytometry, Bim peptide-Mcl-1 binding. inhibition, % at 10 µM. 190,000 tested, 0.1% active. AID 1009;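 also: 0% = no compound tracer wells and 100% = peptide blocker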
# ABCG2 inh = human ABCG2 inhibition, ABCB1 as counter-screen; 190,000 tested, 0.1% active; inhibition, % at 6.6 µM; Q9UNQ0; IgMXP3 cells, JC-1 efflux, flow cytometry;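 active = inhibition above 80%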;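 also: 0% = DMSO and 100% = nicardipine control wells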
#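 Measure – % inhibition of efflux relative to nicardipine and DMSO · Test system – ABCG2 IgMXP3 and barcoded ABCB1 CCRF-Adr cell mix · Control set – nicardipine as high control, DMSO as low control · Compound – one concentration, 6.6 µM final · Signal – flow cytometry of retained JC-1 fluorescence · Timing – 10 min exposure at 25 °C with rotation, no wash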
# Bim-Bcl-B = inhibitors of Bim-Bcl-B interaction, human; Q9HD36; bead-based flow cytometry, Bim peptide-Bcl-B binding; inhibition, % at 10 µM; 190,000 tested, 0.073% active; AID 951;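 also: 0% = tracer peptide without compound and 100% = reference inhibitor peptide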
# ABCB1 block = inhibitors of human ABCB1 transporter, ABCG2 counter-screen | AID 1326 | inhibition, % at 6.6 µM | CCRF-Adr cells, JC-1 efflux, flow cytometry | 190,000 tested, 0.067% active | P08183; in the data active = inhibition above about 40%;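 also: 0% = vehicle and 100% = reference inhibitor; higher value means more JC-1 retained so stronger ABCB1 efflux block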
# Bim-Bcl-W = inhibitors of Bim-Bcl-W interaction, human; Q92843; bead-based flow cytometry, Bim peptide-Bcl-W binding; inhibition, % at 10 µM; 190,000 tested, 0.02% active; AID 952;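 also: 0% = bound tracer without compound and 100% = peptide blocker; higher means less fluorescent Bim peptide bound to Bcl-W beads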
# Target sequence (Q92843 whole entry, looked up): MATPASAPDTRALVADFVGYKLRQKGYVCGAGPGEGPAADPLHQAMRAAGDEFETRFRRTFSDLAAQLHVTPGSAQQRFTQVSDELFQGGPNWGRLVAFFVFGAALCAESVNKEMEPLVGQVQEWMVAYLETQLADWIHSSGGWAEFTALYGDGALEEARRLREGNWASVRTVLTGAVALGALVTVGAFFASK
# RGS7-Gao reg = human RGS7-Galphao interaction regulation; binding response (% of control), % at 10 µM; 220,000 tested, 0.35% active; Multiplexed bead flow cytometry, RGS7-Galphao binding; actives lie on both sides; AID 1439; P09471; in the data active = binding response below about 49% or above about 150%; inconclusive = no clear call, values can overlap the other calls; inactive = in between;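 also: fluorescent Galphao held in activated GDP-AlF4 state binding bead-coupled RGS7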
# Bim-Bfl-1 = human Bim-Bfl-1 interaction inhibition. Bead-based flow cytometry, Bim-Bfl-1 binding inhibition. 190,000 tested, 0.12% active. Q16548. inhibition, % at 10 µM. AID 1008;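 also: 0% = wells without compound plus tracer and 100% = blocker peptide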
# RGS4-Gao reg = modulates binding of RGS4 to human Galphao; P09471; Multiplexed bead flow cytometry; actives lie on both sides; binding response (% of control), % at 10 µM; 220,000 tested, 0.33% active; in the data active = binding response below about 49% or above about 150%; inactive = in between;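 also: fluorescent Galphao activated with aluminum fluoride binding bead-coupled RGS4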
# Bim-Bcl-2 = inhibitors of Bim-Bcl-2 interaction, human | P10415 | Bead-based flow cytometry, Bim peptide-Bcl-2 binding | inhibition, % at 10 µM | 190,000 tested, 0.06% active; in the data active = inhibition above about 40%; inconclusive = no clear call, values can overlap the other calls;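 also: 0% = no compound wells with probe peptide and 100% = reference peptide inhibitor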
# Target sequence (P10415 whole entry, looked up): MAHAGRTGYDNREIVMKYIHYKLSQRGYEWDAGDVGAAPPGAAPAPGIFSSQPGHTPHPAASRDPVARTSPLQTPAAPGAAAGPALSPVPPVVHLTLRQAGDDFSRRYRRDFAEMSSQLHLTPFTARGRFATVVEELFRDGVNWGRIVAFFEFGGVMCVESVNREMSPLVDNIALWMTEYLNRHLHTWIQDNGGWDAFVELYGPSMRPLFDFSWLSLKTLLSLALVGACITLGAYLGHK
# * = called active by the depositor; ? = inconclusive; & = joins results of further samples. Rule as the data show it, unless noted: active = inhibition above about 40%.
[1] O=C(Nc1nccs1)C1CCCN1S(=O)(=O)c1ccc(F)cc1 (stereo unspecified)
[2] CC(C)(C)NC(=O)/C=C/c1ccc(C(F)(F)F)cc1
[3] C=CCOc1ccc(CN(C)CC(=O)N(CC(C)C)c2c(N)n(CC(C)C)c(=O)[nH]c2=O)cc1
[4] O=C(c1ccco1)N1CCN(Cc2nnnn2CCc2ccccc2)CC1
[5] COc1ccc(Nc2nc(C)cc(C)c2C(N)=O)cc1
[6] Cc1ccnc2nc(C(=O)NC3CCCc4ccccc43)nn12 (stereo unspecified)

compound no.,1,2,3,4,5,6
Bim-Bcl-XL,-4,-6,-4,-14,-3,-3
RGS8-Gao,107,76,102,98,109,102
Mcl-1 Bim block,0,-5,0,-10,0,-1
ABCG2 inh,5,1,1,20,0,1
Bim-Bcl-B,-4,-2,-9,-10,-1,-1
ABCB1 block,2.4,-0.7,0.1,1.4,-0.1,0.1
Bim-Bcl-W,0,-1,1,-3,0,-4
RGS7-Gao reg,103,60,99,102,116,?
Bim-Bfl-1,-13,-1,-10,-20,1,-2
RGS4-Gao reg,104,60,102,97,113,99
Bim-Bcl-2,-7,0,-5,-14,0,0

[7] COc1ccc([N+](=O)[O-])cc1NCc1cccc([N+](=O)[O-])c1
[8] O=S(=O)(c1cccc(Cl)c1Cl)N1CCCCC1
[9] O=C(COc1cccc(NC(=O)c2ccccc2)c1)c1ccc(F)cc1
[10] Cc1sc(NC(=O)CCl)c(C(=O)c2ccccc2)c1C
[11] COc1ccc(C(=O)Cn2c(=O)c(CCC(=O)O)nn3c4ccccc4nc23)cc1OC
[12] CC1=C(C(=O)OC(C)C)C(c2ccccc2Cl)CC(=O)N1 (stereo unspecified)

compound no.,7,8,9,10,11,12
Bim-Bcl-XL,-6,6,1,-6,-2,-9
RGS8-Gao,103,99,102,100,103,100
Mcl-1 Bim block,-8,3,0,-5,0,-1
ABCG2 inh,52,1,-3,6,0,0
Bim-Bcl-B,-10,-2,-1,-17,-1,-6
ABCB1 block,2.9,0.3,-0.1,0.5,0.2,0.2
Bim-Bcl-W,-5,2,4,-1,-1,-4
RGS7-Gao reg,108,86,100,116,98,98
Bim-Bfl-1,-6,-9,5,-3,-6,-18
RGS4-Gao reg,100,91,103,100,100,98
Bim-Bcl-2,-8,-4,0,-7,0,-10

[13] Brc1ccc(-c2nnc3ccc(Nc4ccccc4)nn23)cc1
[14] CC1CCC(C(C)C)C(OC(=O)CSc2nc(N)cc(=O)[nH]2)C1 (stereo unspecified)
[15] Cc1n[nH]c(C)c1N=Nc1cc(Cl)ccc1Cl
[16] COc1cc2c(C)nc(C)c(C#N)c2cc1OC
[17] COC(=O)c1cc(Br)c(=O)n(CC(C)C)c1
[18] COc1ccc(CNC(=O)COC(=O)CCc2nc3ccccc3c(=O)[nH]2)cc1

compound no.,13,14,15,16,17,18
Bim-Bcl-XL,-5,-4,-4,-1,-2,-6
RGS8-Gao,98,103,87,100,102,97
Mcl-1 Bim block,-2,-6,-3,-1,1,-3
ABCG2 inh,7,0,4,1,4,5
Bim-Bcl-B,-1,0,-3,0,-6,-7
ABCB1 block,0.2,0.2,0.0,0.9,0.6,0.3
Bim-Bcl-W,-2,-4,-3,-2,0,-5
RGS7-Gao reg,100,99,92,101,112,?
Bim-Bfl-1,-3,-4,-2,-2,-4,-7
RGS4-Gao reg,100,101,86,101,94,93
Bim-Bcl-2,1,-3,-6,-3,-5,-6

[19] COc1ccc(N2C(=O)NC3CC2(C)Oc2ccc(Br)cc23)cc1OC (stereo unspecified)
[20] COc1cccc(CNC(=O)C2CCCN(c3nn4c(=O)cc(C)nc4s3)C2)c1 (stereo unspecified)
[21] CC(C)(Oc1ccc(Cl)cc1)C(=O)N/N=C/c1cn[nH]c1-c1ccccc1
[22] CC(=O)Nc1ccc(C(=O)CSc2nnnn2C2CCCC2)cc1
[23] O=C(CCCc1ccccc1)Nc1cccnc1
[24] CN1CCc2c(sc3c2c(=O)n(-c2ccccc2)c2nncn32)C1

compound no.,19,20,21,22,23,24
Bim-Bcl-XL,-3,0,0,-2,-1,-1
RGS8-Gao,99,100,100,99,112,99
Mcl-1 Bim block,1,4,-2,-1,-1,0
ABCG2 inh,2,0,8,3,1,-3
Bim-Bcl-B,-8,1,0,-3,0,-12
ABCB1 block,0.5,0.0,1.8,0.3,0.3,-0.3
Bim-Bcl-W,3,0,-1,-3,-1,3
RGS7-Gao reg,101,105,101,95,104,99
Bim-Bfl-1,-10,0,0,-7,-1,5
RGS4-Gao reg,98,100,99,99,105,99
Bim-Bcl-2,-5,2,3,-2,-2,0

[25] N#C/C(=C(/O)c1ccco1)c1nc2ccccc2s1
[26] CCOc1ccc(NC(=O)c2cn(CC(C)C)c(=O)c3c2c2ccccc2n3C)cc1
[27] Cc1cccc(C(=O)N/N=C/C(C)Cc2ccc3c(c2)OCO3)c1 (stereo unspecified)
[28] CCN(CC)c1ccc(NC(=O)c2ccco2)cc1
[29] O=C(NCc1ccccc1)c1cccc(S(=O)(=O)N2CCOCC2)c1
[30] O=C(/C=C/c1ccccc1)N1CCC(Cc2ccccc2)CC1

compound no.,25,26,27,28,29,30
Bim-Bcl-XL,0,1,-5,0,1,0
RGS8-Gao,100&100,89,100,105,102,102
Mcl-1 Bim block,0,6,-2,0,0,-1
ABCG2 inh,1,2,5,11,-6,1
Bim-Bcl-B,-2,2,-10,2,-1,-1
ABCB1 block,0.1,0.5,0.4,0.6,-5.3,0.2
Bim-Bcl-W,-3,0,-3,-1,0,0
RGS7-Gao reg,?,97,100,100,102,99
Bim-Bfl-1,0,2,-13,2,0,0
RGS4-Gao reg,103&100,98,99,102,100,101
Bim-Bcl-2,3,6,-6,0,0,-1

[31] Cc1nc2c(-c3ccc(F)cc3)c(C)nn2c(C)c1CCC(=O)N1CCC(Cc2ccccc2)CC1
[32] CCC(C)C(=O)N1c2ccccc2C(=C2SC(C(=O)OC)=C(C(=O)OC)S2)C(=S)C1(C)C (stereo unspecified)
[33] Cc1sc2nc(COC(=O)C(NC(=O)c3ccc(Cl)cc3Cl)C(C)C)[nH]c(=O)c2c1C (stereo unspecified)
[34] Cc1ccc(CNn2cnnc2SCC(=O)NC(C)(C)C)cc1
[35] COc1ccc(CCNC(=O)Cn2c(=O)n(-c3ccc(C)c(F)c3)c(=O)c3sccc32)cc1OC
[36] CN(C)c1ccc(NC(=O)c2cnsn2)cc1

compound no.,31,32,33,34,35,36
Bim-Bcl-XL,-5,-13,-5,-4,1,0
RGS8-Gao,102,100,95,110,98,96
Mcl-1 Bim block,0,-5,-3,-1,-1,0
ABCG2 inh,2,-1,-2,0,7,2
Bim-Bcl-B,-6,-15,-4,-1,-4,-3
ABCB1 block,0.6,0.0,-0.6,0.1,1.0,1.2
Bim-Bcl-W,0,-2,0,-3,1,1
RGS7-Gao reg,101,96,97,104,98,97
Bim-Bfl-1,-9,-7,7,-4,-6,-3
RGS4-Gao reg,100,96,94,104,97,96
Bim-Bcl-2,-6,-9,0,-4,-2,3

# Part of the list above with just RGS4-Gao reg.
no.	Structure	RGS4-Gao reg
35	COc1ccc(CCNC(=O)Cn2c(=O)n(-c3ccc(C)c(F)c3)c(=O)c3sccc32)cc1OC	97
36	CN(C)c1ccc(NC(=O)c2cnsn2)cc1	96
34	Cc1ccc(CNn2cnnc2SCC(=O)NC(C)(C)C)cc1	104
31	Cc1nc2c(-c3ccc(F)cc3)c(C)nn2c(C)c1CCC(=O)N1CCC(Cc2ccccc2)CC1	100

# Other entries follow.
[37] Cc1c(C)n(CC(O)CNc2ccccc2)c2ccccc12 (stereo unspecified)
[38] Cc1c(NC(=O)C(C)OC(=O)c2ccc(Cl)nc2)c(=O)n(-c2ccccc2)n1C (stereo unspecified)
[39] COC(=O)c1cc(OC)c(OC)c(OC)c1N
[40] CSc1ccc(S(=O)(=O)Nc2ccc3c(c2)OCCO3)cc1
[41] O=C(Cn1c(=O)oc2cc(S(=O)(=O)NCc3ccccc3)ccc21)NCc1ccco1
[42] Cc1cccc(CSc2ccc3nnc(-c4cccs4)n3n2)c1

compound no.,37,38,39,40,41,42
Bim-Bcl-XL,1,-3,-1,-3,-3,-9
RGS8-Gao,99,103,103,103,90,102
Mcl-1 Bim block,2,0,0,0,0,-4
ABCG2 inh,1,-1,2,3,-1,5
Bim-Bcl-B,0,-3,-3,0,0,-14
ABCB1 block,0.4,0.6,0.6,0.6,-0.6,0.1
Bim-Bcl-W,1,-1,0,2,1,-10
RGS7-Gao reg,100,102,108,104,86,97
Bim-Bfl-1,-5,0,-10,-6,1,-16
RGS4-Gao reg,101,101,110,102,89,97
Bim-Bcl-2,0,0,-5,-2,0,-7

[43] COc1cccc(NC(=S)N2CCN(C(c3ccccc3)c3ccccc3)CC2)c1
[44] C#CCOCCOCCOCCNc1nc(N2CCN(C(=O)[C@H](CCCCN)n3cc([C@@H](N)CC(C)C)nn3)CC2)nc(N2CCN(C(=O)[C@H](Cc3ccc(O)cc3)n3cc([C@@H](N)CC(C)C)nn3)CC2)n1
[45] COc1cccc(-n2c(CN3CCN(c4ccccc4)CC3)nc3ccc([N+](=O)[O-])cc3c2=O)c1
[46] Cc1cc(C)nc(CCNC(=O)c2cc(COc3ccc(F)cc3Cl)on2)n1
[47] O=C(O)CCCC(=O)Nc1ccc(N2CCCC2)cc1
[48] COCc1[nH][nH]c(=O)c1C=Nc1ccc(OC(F)(F)F)cc1
[49] COc1ccc(CC2(CO)CCN(C(=O)NCc3ccccc3)CC2)cc1
[50] COc1cccc(Oc2ccc(N)cn2)c1
[51] COc1ccc(/C=N/c2sc3c(c2C#N)CCN(Cc2ccccc2)C3)c(O)c1

compound no.,43,44,45,46,47,48,49,50,51
Bim-Bcl-XL,-3,0,-5,-4,0,-1,-3,-4,-7
RGS8-Gao,107,101,98,103,101,99,108,103,101
Mcl-1 Bim block,-1,-2,-2,-3,-2,-2,2,0,-5
ABCG2 inh,-6,-1,7,1,-1,0,0,0,6
Bim-Bcl-B,-2,-6,-5,-4,-8,-4,-2,-10,-4
ABCB1 block,1.6,-0.2,1.5,0.3,0.1,-0.2,-0.4,0.0,-0.9
Bim-Bcl-W,-2,0,0,-4,-1,0,1,0,-3
RGS7-Gao reg,102,105,99,103,103,?,106,101,99
Bim-Bfl-1,-1,-1,0,-6,3,-1,-6,-9,0
RGS4-Gao reg,101,102,101,101,101,101,102,102,106
Bim-Bcl-2,-3,-3,0,-4,0,-7,-4,-7,-9

# Record cards (already shown):
# Results for `COc1ccc(/C=N/c2sc3c(c2C#N)CCN(Cc2ccccc2)C3)c(O)c1` : Bim-Bcl-XL = -7; RGS8-Gao = 101; Mcl-1 Bim block = -5; ABCG2 inh = 6; Bim-Bcl-B = -4; ABCB1 block = -0.9; Bim-Bcl-W = -3; RGS7-Gao reg = 99; Bim-Bfl-1 = 0; RGS4-Gao reg = 106; Bim-Bcl-2 = -9
# Results for `COCc1[nH][nH]c(=O)c1C=Nc1ccc(OC(F)(F)F)cc1` : Bim-Bcl-XL = -1; RGS8-Gao = 99; Mcl-1 Bim block = -2; ABCG2 inh = 0; Bim-Bcl-B = -4; ABCB1 block = -0.2; Bim-Bcl-W = 0; RGS7-Gao reg = ?; Bim-Bfl-1 = -1; RGS4-Gao reg = 101; Bim-Bcl-2 = -7

# Source: PubChem BioAssay (NMMLSC)
